Pyk2 oligo antag – Pyk2 (human) oligomerization antagonism. Q14289. Q293 cells, Pyk2 FERM NanoBiT luminescence; stronger effect = lower value. z-score (the deposit names both 25 µM and 10 µM). hit rate 0.83% among 99,000. AID 1347419;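 active = Z-score of -3 or lower, scaled per plate to the spread of control and sample wells; inactive = z-score above -3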;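 note: negative z-score means lost luminescence so less FERM oligomerization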
TNFa cytotox – toxic to HUVEC cells under TNF alpha stimulation; HUVEC TNFalpha-stimulated, Hoechst cell count, imaging; hit rate 0.17% among 93,000; cell count reduction, % at 2 µM; AID 848;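 active = cell count reduction exceeding the screen mean by over 5 SD, scaled to untreated wells per plate, cut at about 78% in these data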;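 note: cells counted after 24 h of TNF alpha exposure following the 1 h pretreatment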
PTPN22 act – activators of human LYP (PTPN22) phosphatase; recombinant LYP, DiFMUP fluorescence; 0 = plate median, 100 = signal doubled; activation, % at 2 µM; AID 697; hit rate 0.11% among 96,000;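 active = activation at 2 µM above a set limit, the mean plus 5 SD, cut at about 37% in these data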
cytoskel mod – cytoskeleton assembly modification. hit rate 0.18% among 91,000. inhibition, % at 2 µM. HUVEC TNFa F-actin phalloidin imaging, high content;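 active = inhibition above the batch mean plus 3 SD and confirmed as a hit by visual image inspection, cut at about 30% in these data, passing the limit was not always enough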; note: strong numbers were not always called active
VCAM1 TNFa inh – reduces TNF alpha induced VCAM1 expression in HUVEC; HUVEC TNFa-induced VCAM-1 immunofluorescence, high-content imaging; inhibition, % at 2 µM; hit rate 0.48% among 95,000;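 active = inhibition above the batch mean plus 3 SD, with images confirmed as a hit by eye, cut at about 37% in these data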;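 note: 0% = TNF-stimulated DMSO wells and 100% = unstimulated control wells; not every result past the cut was called active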
ERa SRC1 inh – ER-alpha (human) coactivator binding inhibition. P03372. TR-FRET ER-alpha LBD / SRC-1 peptide, estradiol-bound. inhibition, % at 25.6 µM. hit rate 1.7% among 86,000. AID 629; in the data active = inhibition above about 50%;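 note: 0% = receptor plus peptide control and 100% = peptide only without receptor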
FAK inh – blocks human focal adhesion kinase activity; Q05397; biochemical FAK kinase activity assay; inhibition, %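 (tested at 7 µM)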; hit rate 0.84% among 97,000; in the data active = inhibition above about 19%;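 note: 0% = DMSO and 100% = reference compound high control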
Target sequence (Q05397 whole entry, looked up): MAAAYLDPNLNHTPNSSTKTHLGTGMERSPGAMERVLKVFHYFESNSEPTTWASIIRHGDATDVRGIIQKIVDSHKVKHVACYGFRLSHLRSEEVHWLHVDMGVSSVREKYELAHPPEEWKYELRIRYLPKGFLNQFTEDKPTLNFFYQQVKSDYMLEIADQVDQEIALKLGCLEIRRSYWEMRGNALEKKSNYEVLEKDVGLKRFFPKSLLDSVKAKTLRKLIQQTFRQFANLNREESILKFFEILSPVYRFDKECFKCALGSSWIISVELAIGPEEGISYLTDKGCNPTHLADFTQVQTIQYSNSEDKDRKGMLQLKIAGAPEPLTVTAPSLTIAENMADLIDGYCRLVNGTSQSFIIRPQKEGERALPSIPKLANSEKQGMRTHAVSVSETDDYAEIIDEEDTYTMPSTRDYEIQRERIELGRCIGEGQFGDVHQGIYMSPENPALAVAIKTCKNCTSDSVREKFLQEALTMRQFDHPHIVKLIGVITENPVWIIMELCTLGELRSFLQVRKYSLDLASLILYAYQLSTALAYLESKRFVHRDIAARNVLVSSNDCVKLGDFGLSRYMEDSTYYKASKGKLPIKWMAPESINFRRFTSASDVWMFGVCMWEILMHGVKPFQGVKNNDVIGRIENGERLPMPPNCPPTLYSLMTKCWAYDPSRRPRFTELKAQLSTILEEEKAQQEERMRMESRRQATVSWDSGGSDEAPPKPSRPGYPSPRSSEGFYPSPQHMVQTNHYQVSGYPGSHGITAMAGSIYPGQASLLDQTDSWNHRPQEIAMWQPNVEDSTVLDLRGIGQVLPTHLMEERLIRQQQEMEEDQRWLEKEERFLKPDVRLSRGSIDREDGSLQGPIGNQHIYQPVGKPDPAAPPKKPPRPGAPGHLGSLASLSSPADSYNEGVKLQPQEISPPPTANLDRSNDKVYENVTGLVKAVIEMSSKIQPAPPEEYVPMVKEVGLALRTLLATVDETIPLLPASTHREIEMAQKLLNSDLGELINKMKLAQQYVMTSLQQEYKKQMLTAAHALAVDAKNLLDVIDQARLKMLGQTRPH
PTPN22 inh 2 – inhibitors of human LYP (PTPN22) phosphatase; recombinant LYP catalytic domain, DiFMUP fluorescence; inhibition, % at 2 µM; hit rate 0.21% among 96,000; AID 640;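 active = inhibition at 2 µM at or above a set limit, the screen mean plus 3 SD, cut at about 24% in these data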;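 note: 0% = DMSO with enzyme and 100% = enzyme fully blocked by orthovanadate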
HUVEC tox IL1B – toxic to HUVEC cells under IL-1B stimulation. HUVEC cell count loss, Hoechst imaging, IL-1B stimulated. cell count reduction, % at 2 µM. hit rate 0.41% among 94,000;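 active = cell count reduction more than 3 SD above the screen-wide mean, cut at about 70% in these data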;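 note: normalized per plate to untreated control cells as the no-loss baseline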
* marks the source's active call; other numbers are inactive results; x = no result given; [ ] = another dose, or the depositor's remark. No enrichment for hits; about 3.8% have a hit in one of these screens.

SMILES | Pyk2 oligo antag | TNFa cytotox | PTPN22 act | cytoskel mod | VCAM1 TNFa inh | ERa SRC1 inh | FAK inh | PTPN22 inh 2 | HUVEC tox IL1B
CC(C)CC(c1nnnn1C1CCCC1)N1CCN(c2ccccc2F)CC1 (configuration not stated) | -1.24 | 0.4 | -6.1 | -7.4 | 7.8 | -4.2 | 0.2 | 9.2 | -0.3
CCCCn1c(=O)n(CC(=O)Nc2c(CC)cccc2CC)c(=O)c2c1nc(CO)n2CCC | 0.11 | -17.5 | 1.4 | 15.1 | 8.3 | -3.1 | -2.3 | -4.8 | -1.3
COCCNC(=O)CNS(=O)(=O)c1ccc2nc(C)sc2c1 | -0.48 | -26.2 | 5.1 | -7.3 | 8.3 | 2.5 | -1.0 | -4.5 | -28.9
COc1cccc(/C=N/n2c(-c3ccco3)nc3ccccc3c2=O)c1 | 0.06 | -9.9 | 13.0 | 22.8 | 7.3 | -2.7 | -3.2 | -8.8 | 8.1
COc1ccc(C)cc1NC(=O)NCCC1=CCCCC1 | -0.24 | -12.4 | 7.4 | -30.4 | 34.9 | -0.7 | 4.6 | -12.3 | -18.0
CCc1nc(C)c(C#N)c2cc(OC)c(OC)cc12 | 0.11 | 6.7 | -8.1 | 6.2 | 27.7 | -8.1 | 2.6 | 5.5 | -38.2
CN1C(=S)SC(/[N+]([O-])=C\c2ccco2)C1(C)C (configuration not stated) | -0.32 | -10.5 | 6.0 | -8.8 | 19.3 | 7.9[fluorescence artefact?] | -8.5 | -3.0 | -4.6
O=C(NCCc1ccccc1)c1ccc(=O)oc1 | 1.04 | -18.6 | 1.7 | -16.3 | -13.3 | -18.3 | -2.7 | -4.3 | -42.7
O=C(COc1cccc(C(F)(F)F)c1)Nc1ccc(S(=O)(=O)N2CCCC2)cc1 | -1.55 | -17.8 | 4.7 | 9.0 | 16.3 | -7.8 | 4.9 | -7.9 | 19.6
Cc1noc(NS(=O)(=O)c2ccc(NC(=O)CSc3nc4ccccc4[nH]3)cc2)c1C | 0.23 | 0.0 | 2.6 | -0.9 | 22.9 | 2.3 | -1.9 | -2.7 | -23.6
O=C(CCN1CCc2ccccc21)c1ccc2c(c1)OCCO2 | 0.71 | -9.3 | -1.8 | -12.5 | -67.4 | 12.8[fluorescence artefact?] | 10.5 | 4.1 | 19.5
Cc1ccc(C)c(N(CC(=O)NCCSCc2ccco2)S(C)(=O)=O)c1 | -0.31 | -20.3 | -4.4 | 18.0 | -7.1 | 7.4[fluorescence artefact?] | -0.2 | 2.7 | -9.0
CC1Oc2ccccc2N(CC(=O)NCC2CCCO2)C1=O (configuration not stated) | -0.04 | 1.5 | -7.9 | -13.3 | -4.0 | x | 1.0 | 8.1 | -0.7
CCN(CC)c1ccc2cc(-c3nnc(-c4ccccc4)o3)c(=O)oc2c1 | -1.85 | -13.5 | 4.4 | 22.8 | -19.7 | 48.0[fluorescence artefact?] | 0.3 | -3.8 | -6.5
Cc1csc(NC(=O)Cc2coc3cc(C)c(C(C)C)cc23)n1 | -1.19 | -1.2 | -3.5 | -4.2 | -9.8 | -12.0 | 0.7 | 4.6 | 21.1
Cc1cccc(N2CC(O)=C(c3nc4ccccc4n3C)C2=N)c1 | 2.8 | 5.9 | 17.0 | -16.8 | 13.8 | 0.2 | -2.2 | -15.1 | 1.6
O=c1[nH]c(CN2CCN(c3ccc([N+](=O)[O-])cc3)CC2)nc2ccsc12 | -1 | -24.4 | -4.5 | -7.2 | -0.9 | 8.4 | 1.8 | 4.2 | -4.3
O=C(CCCCCCN1C(=O)c2ccccc2C1=O)Nc1nccs1 | -0.07 | -12.3 | 8.4 | -6.6 | 5.9 | -3.5 | -0.1 | -9.9 | -29.0
O=C(NC1=NCCS1)c1ccc(OCC2CCCO2)cc1 (configuration not stated) | 1.05 | -1.9 | 0.5 | -23.4 | -13.5 | x | 5.7 | -3.0 | 1.4
CCOC(=O)c1ccccc1NC(=O)CSc1ccccc1 | -2.23 | -7.7 | 1.0 | -4.9 | -3.9 | 3.0 | -0.3 | -0.4 | -22.6
N#C/C(=C\c1c(N2CCOCC2)nc2ccccn2c1=O)S(=O)(=O)c1ccccc1 | -1.09 | -53.8 | 3.2 | 11.3 | -15.6 | 4.9 | -1.6 | -5.1 | 27.5
CC1(C(=O)Nc2nnc(C(C)(C)C)s2)Cc2ccccc2C(=O)O1 (configuration not stated) | -1.29 | -1.7 | -2.9 | -3.6 | 2.2 | 2.7 | 3.7 | 6.9 | 9.6
Cc1ccc(C(=O)N/N=C/c2ccc([N+](=O)[O-])s2)cc1 | -0.26 | -21.6 | -1.6 | 38.7 | 12.4 | 67.5* | 50.1* | 3.6 | -26.9
O=S(=O)(c1ccc(Cl)c(Cl)c1)c1snnc1-c1ccccc1 | -0.43 | 48.4 | 2.0 | 4.7 | 95.7* | 1.1 | 0.7 | -1.3 | 27.9
COc1ccc(F)cc1S(=O)(=O)N1CCC(C(N)=O)CC1 | 0.01 | -12.3 | 2.5 | 1.0 | 11.9 | -4.2[fluorescence artefact?] | -1.5 | -5.5 | -33.8
O=C(O)Cc1ccc(NC(=O)c2cccs2)cc1 | -0.28 | -5.6 | 7.6 | 8.5 | 14.2 | -12.4 | -2.6 | -10.7 | -18.6
COc1ccccc1CN1C(=O)[C@@H]2C(CC(N)=O)NC3(C(=O)Nc4c3ccc(Cl)c4C)[C@@H]2C1=O (some centres not stated) | 0.94 | -20.9 | -1.8 | 17.5 | -6.4 | 8.3 | -1.1 | 1.2 | -6.3
CNC(=O)c1cc2ccc(OC)cc2oc1=O | 1.3 | -10.1 | -7.1 | 5.4 | -19.6 | -21.6 | 0.3 | 3.1 | -56.4
Cc1nnc(NC(=O)C2CCN(c3cnccn3)CC2)s1 | -0.37 | -16.9 | 20.2 | 6.4 | -2.0 | 5.9 | -0.1 | -21.4 | -7.7
C=CCn1c(-c2ccc3[nH]c(C)c(C)c3c2)n[nH]c1=S | -0.2 | 5.8 | -0.4 | -28.4 | -7.1 | -6.8 | 12.6 | 4.2 | -7.1

Entries of single compounds, looked up by structure.
Record of O=S(=O)(c1ccc(Cl)c(Cl)c1)c1snnc1-c1ccccc1 → Pyk2 oligo antag: -0.43; TNFa cytotox: 48.4; PTPN22 act: 2.0; cytoskel mod: 4.7; VCAM1 TNFa inh: 95.7*; ERa SRC1 inh: 1.1; FAK inh: 0.7; PTPN22 inh 2: -1.3; HUVEC tox IL1B: 27.9
Record of O=c1[nH]c(CN2CCN(c3ccc([N+](=O)[O-])cc3)CC2)nc2ccsc12 → Pyk2 oligo antag: -1; TNFa cytotox: -24.4; PTPN22 act: -4.5; cytoskel mod: -7.2; VCAM1 TNFa inh: -0.9; ERa SRC1 inh: 8.4; FAK inh: 1.8; PTPN22 inh 2: 4.2; HUVEC tox IL1B: -4.3

(next part)
SMILES | Pyk2 oligo antag | TNFa cytotox | PTPN22 act | cytoskel mod | VCAM1 TNFa inh | ERa SRC1 inh | FAK inh | PTPN22 inh 2 | HUVEC tox IL1B
COc1ccc(-c2nc3cc(C)ccn3c2NCC2CCCO2)cc1OC (configuration not stated) | 0.1 | 1.5 | 16.6 | 3.6 | 15.6 | -3.4 | 0.3 | -14.3 | -33.1
Cc1ccc(OCC(=O)Nc2cccc3nsnc23)c(C)c1 | 0.99 | 0.4 | -0.5 | 9.5 | -6.5 | 6.0[fluorescence artefact?] | 0.3 | 3.4 | 4.7
Cc1ccc(NC(=O)COC(=O)Cn2c(C)csc2=O)cc1 | -0.23 | -2.8 | 0.7 | -6.4 | 14.8 | 5.9[fluorescence artefact?] | -2.1 | -2.9 | -21.7
N#Cc1c2c(c(-n3cnc4ccccc43)n3c1nc1ccccc13)CCC2 | 1.05 | -27.0 | -11.3 | 2.5 | 9.0 | x | -10.1 | 13.3 | -2.6
COc1cc(C(=O)OC2CCN(C)CC2)cc(OC)c1OC | -0.47 | -13.2 | -3.4 | 34.9 | 9.2 | 7.3[fluorescence artefact?] | -3.6 | 1.2 | -15.3
Cc1onc(-c2ccccc2Cl)c1C(=O)N1CCN=C1SCc1cccnc1 | -0.28 | -11.2 | -4.5 | -1.9 | 6.7 | -1.2 | 10.8 | 5.0 | 19.3
CCOC(=O)c1cnn(-c2nc(-c3cccc(F)c3)cs2)c1C(F)(F)F | -0.77 | -21.3 | -7.2 | -2.8 | 14.0 | x | -8.1 | 9.7 | -3.0
CC(OC(=O)CCc1nc2ccccc2[nH]c1=O)C(=O)c1ccccc1 (configuration not stated) | -0.06 | -26.8 | 1.6 | -8.1 | 6.0 | -1.9 | 0.8 | -1.8 | 5.1
COc1ccccc1NC(=S)N1C2CCC1CC(NC(=O)NC13CC4CC(CC(C4)C1)C3)C2 (configuration not stated) | 0.05 | -38.8 | 9.1 | 5.8 | 8.9 | x | -0.8 | -13.6 | 17.0
COc1ccc(-c2nnc(SCc3nc4ccccc4s3)n2C(C)C)cc1 | -0.56 | -17.4 | -15.4 | 15.6 | 6.8 | x | -2.0 | 14.3 | -10.3
CCn1c(SCC(=O)NNC(=O)Cc2ccccc2)nnc1-c1ccccc1 | -0.07 | -8.2 | 7.6 | 3.5 | 5.4 | x | 2.0 | -4.9 | -32.3
CC(C)OC(=O)Cn1nnc(-c2ccccc2)n1 | -0.45 | -10.8 | 1.9 | 16.2 | 18.1 | -1.9 | 4.5 | -0.2 | 20.5
COc1ccc2nc3oc(C(=O)Nc4ccc(OC)c(OC)c4)cc3cc2c1 | 0.26 | -21.6 | 1.3 | -1.1 | -2.3 | 63.0*[fluorescence artefact?] | 2.7 | -1.9 | x
COc1ccccc1NC(=O)c1sc2ncn(Cc3ccccc3C)c(=O)c2c1C | 1.23 | -8.2 | 11.1 | -12.4 | -2.7 | x | -30.8 | -7.5 | -47.6
O=C1CN(c2nnnn2-c2ccccc2)CCN1 | 0.23 | 9.2 | 1.3 | -7.8 | 0.5 | 2.3 | -1.1 | -3.9 | -5.4
Cc1cc(C)nc(N2CCC(C(=O)NCc3cccs3)CC2)n1 | 2.02 | -8.3 | 3.7 | -4.5 | 4.5 | -2.5 | 2.7 | -6.5 | -25.5
C/C(=N/OC(=O)c1cccc(Cl)c1)c1nccs1 | 1.14 | -17.0 | -0.2 | 1.4 | 0.5 | x | 7.4 | 2.6 | 8.2
CCN=C1S/C(=C\c2ccc(Sc3ccc(Cl)cc3)o2)C(=O)N1CC | 0.99 | -9.9 | -3.2 | -4.5 | -0.1 | x | -2.5 | 5.3 | -4.1
COc1ccc(OC)c(NC(=O)CSc2nnnn2-c2ccccc2F)c1 | -1.81 | -39.2 | -3.7 | -19.0 | -1.9 | -3.6 | 0.0 | 7.6 | -1.5
Cc1cccn2cc(CNC(=O)CC3CCCC3)nc12 | 0.4 | 6.0 | 1.0 | -3.5 | 23.8 | x | 0.0 | 3.4 | -10.2
C=CCOc1ccc(CNc2nn[nH]n2)cc1 | 1.8 | -24.3 | -4.6 | 7.5 | -17.0 | 4.6[fluorescence artefact?] | -4.2 | 3.3 | -6.1
CCOc1ccc(NS(=O)(=O)c2ccc3c(c2)oc(=O)n3C)cc1 | 0.47 | -0.8 | 8.9 | 0.0 | 17.0 | -1.0 | 3.3 | -9.7 | 2.8
CCN(CC)CCNC(=O)CCCNC(=O)Cn1cnc2sc(C)c(C)c2c1=O | 0.46 | 26.5 | 0.5 | x | -12.9 | x | 3.7 | -2.1 | 5.7
COc1cc(/C=N/n2cnnc2)ccc1OCc1ccccc1 | 0.66 | -12.2 | 13.0 | 13.6 | 4.2 | -0.8 | -2.2 | -11.1 | -9.2
O=C(Nc1ccc(S(=O)(=O)N2CCCC2)cc1)c1ccc(CN2CCOCC2)cc1 | -1.07 | -7.9 | 6.4 | 29.6 | -0.2 | x | 1.9 | -9.2 | -40.0
Cc1noc(NS(=O)(=O)c2ccc(N/C=C/C(=O)c3ccccc3)cc2)c1C | 0.94 | -3.5 | 1.5 | -1.7 | -4.8 | -0.7 | 2.6 | -4.3 | -8.5
